Source: PubChem (The Scripps Research Institute Molecular Screening Center)
PAFAH1B3 FP inh: blocks human PAF acetylhydrolase 1B catalytic subunit 3; Q15102; recombinant PAFAH1B3, FP-rhodamine probe, fluorescence polarization; inhibition, % at 3.39 µM; 0.28% of 340,000 active;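 active = inhibition above the screen-wide average of all tested compounds plus 3 SD, cut at about 25% in these data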;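 note: 0% = enzyme with DMSO only and 100% = wells lacking PAFAH1B3 protein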
Target sequence (Q15102 whole entry, looked up): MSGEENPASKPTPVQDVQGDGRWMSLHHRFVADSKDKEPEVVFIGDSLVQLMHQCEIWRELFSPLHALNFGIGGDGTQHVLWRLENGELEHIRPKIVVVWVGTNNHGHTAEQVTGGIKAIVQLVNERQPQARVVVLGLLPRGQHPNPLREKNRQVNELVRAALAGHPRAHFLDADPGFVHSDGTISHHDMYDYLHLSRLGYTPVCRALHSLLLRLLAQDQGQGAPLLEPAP
PAFAH1B2 inh: PAFAH1B2 (human) inhibition; recombinant PAFAH1B2, FP-rhodamine activity probe, fluorescence polarization; inhibition, % at 3.39 µM; P68402; 1.2% of 340,000 active; AID 492953;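 active = inhibition above the mean of all tested compounds plus 3 SD, cut at about 24% in these data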;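 note: 0% = enzyme with DMSO and 100% = wells lacking PAFAH1B2; many of its hits are not listed in these tables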
Target sequence (P68402 whole entry, looked up): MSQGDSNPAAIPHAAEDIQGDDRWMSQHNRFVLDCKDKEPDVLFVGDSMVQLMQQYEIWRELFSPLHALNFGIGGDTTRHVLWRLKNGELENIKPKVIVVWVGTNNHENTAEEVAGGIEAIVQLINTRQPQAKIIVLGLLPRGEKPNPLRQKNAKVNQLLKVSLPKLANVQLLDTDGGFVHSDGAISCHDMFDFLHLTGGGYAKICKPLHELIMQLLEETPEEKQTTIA
PAFAH2 FP inh: inhibitors of human PAFAH2; Q99487; recombinant PAFAH2, FP-rhodamine activity probe, fluorescence polarization; inhibition, % at 3.39 µM; 0.99% of 340,000 active;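 active = inhibition above the mean over all tested compounds plus 3 SD, cut at about 30% in these data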;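 note: inhibitors block probe labeling of enzyme so polarization drops; 0% = enzyme with DMSO and 100% = wells lacking PAFAH2 protein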
Numbers without * were called inactive. The list is partial; rates above refer to the full screens.

Sample of the layout, two compounds:
SMILES	PAFAH1B3 FP inh	PAFAH1B2 inh	PAFAH2 FP inh
COc1cccc(CNC(=O)C2CCC(=O)N(C3CC3)C2)c1OC (stereo unspecified)	8	-5	6
O=C(Nc1ccc2c(c1)OCO2)c1cnc(Cl)c(Cl)c1	-4	3	-4

The listing, from the first entry:
SMILES	PAFAH1B3 FP inh	PAFAH1B2 inh	PAFAH2 FP inh
COc1cccc(CNC(=O)C2CCC(=O)N(C3CC3)C2)c1OC (stereo unspecified)	8	-5	6
O=C(Nc1ccc2c(c1)OCO2)c1cnc(Cl)c(Cl)c1	-4	3	-4
Cc1cccc(C(=O)Oc2ccc(/C=N/NC(=O)c3ccc(O)cc3)cc2)c1	2	-5	-10
Cn1c(=O)c2c(nc(SCC(=O)N3c4ccccc4CCc4ccccc43)n2C)n(C)c1=O	-2	1	-2
c1ccc(NCCc2ccccn2)cc1	5	4	6
CC1CCCN(C(=O)C2CCN(S(=O)(=O)c3cccs3)CC2)C1 (stereo unspecified)	1	-2	3
O=C(NCCN1CCOCC1)c1cc(Cl)ccc1Cl	2	3	2
O=C(c1ccc(-c2cccc(C(F)(F)F)c2)o1)N1CCN(c2ccccc2)CC1	1	-1	-2
O=C(Nc1ccc(C(=O)N2CCCC2)cc1)C1CCC1	7	-1	-5
Cc1ccc(-n2c(SCC(=O)c3c(N)n(C4CC4)c(=O)[nH]c3=O)nnc2N2CCOCC2)cc1	4	-5	10
COC(=O)c1ccc(N2NC(=O)/C(=C/c3ccc(-c4ccc(Cl)c(C(=O)O)c4)o3)C2=O)cc1	10	9	23
CC(Oc1ccc(C#N)cc1)C(=O)Nc1ccc(-n2cnnn2)cc1 (stereo unspecified)	2	2	3
CC1=C(C)CC(C(=O)NC2CCCC2)C(C(=O)O)C1 (stereo unspecified)	-5	2	-2
CCOc1cc(C(=O)OCC(=O)Nc2ccc(F)cc2Cl)ccc1OCC(=O)N1CCOCC1	-2	3	76*
Cc1cc(NC(=O)/C(C#N)=C\c2ccc(-c3ccc(SC(F)F)cc3)o2)n(-c2ccccc2)n1	2	3	-2
COc1ccc(NC(=O)CN(C)CC(=O)Nc2cccc(F)c2)cc1S(=O)(=O)N1CCCCC1	3	2	2
O=C(O)c1ccc(-c2nnc(-c3cccc(Br)c3)o2)cc1	-2	5	-13
CC(C)(O)CN(C(=O)C(c1ccccc1)c1ccccc1)C1CCCCC1	10	-3	1
COCCn1cnc2c1c(=O)n(CC(=O)NC(=O)NC(C)(C)C)c(=O)n2Cc1ccccc1	0	5	6
O=C(COc1ccc(F)cc1)NCCCn1ccnc1	-7	0	-4
O=c1cc(-c2ccc(O)c(O)c2)oc2ccc3ccccc3c12	6	-2	35*
CC/C(Cc1ccccc1)=N/NC(=O)CNC(=O)c1ccc(Cl)cc1Cl	7	2	-3
COc1ccccc1C(=O)Nc1ccc(C)c(S(=O)(=O)N2CCCCC2)c1	10	0	7
CC(=O)Nc1ccc(S(=O)(=O)N2CCC(C(=O)NCCc3c[nH]c4ccccc34)CC2)cc1	8	7	-9
Cn1cc(C(=O)CCl)c2ccccc21	2	-2	-5
CCc1nnc(NC(=O)c2cc(S(=O)(=O)N3CCN(CC)CC3)ccc2Cl)s1	2	3	5
COC(=O)c1sccc1NS(=O)(=O)c1ccccc1[N+](=O)[O-]	7	3	-4
CC(C)C[C@H]1CNC(=S)N1CC1CCCN1C[C@H](CC(C)C)N1C[C@H](CC(C)C)N(CC2CCCCCC2)C1=S (stereo partly specified)	15	5	-2
O=C(c1ccc2c(c1)OCO2)[C@@H]1[C@@H]2C(=O)N(C3CCCCC3)C(=O)[C@@H]2C2c3ccccc3C=CN21 (stereo partly specified)	4	-1	10
COc1ccc(-c2coc3cc(OC)ccc3c2=O)cc1	5	-4	-8
Cc1cc(C)c(S(=O)(=O)c2cccc(Br)c2C)c(Cl)n1	3	1	-3
CCc1nc2cccnc2n1-c1ccc(CC(=O)NC(C)CC)cc1 (stereo unspecified)	7	5	5
Cn1nccc1C(=O)N1CCCC(N2CCN(Cc3ccc4c(c3)OCO4)CC2)C1 (stereo unspecified)	5	6	7
COc1ccc(C(=O)N2c3cc4c(cc3C(C)=CC2(C)C)OCO4)cc1	3	0	-2
CCSc1nnc(NC(=O)c2cc(-c3ccc(C)c(C)c3O)n[nH]2)s1	3	3	4
O=C(OCn1nnc2ccccc2c1=O)c1ccc2ccccc2n1	6	3	14
Cc1ccc(CN(C)C(=O)C2CCC(=O)N(CCc3ccccc3)C2)o1 (stereo unspecified)	5	4	1
COc1ccc(NC(=O)NN2CCN(C)CC2)cc1	9	1	0
CCCc1cc(=O)[nH]c(SCC(=O)N(CCC#N)c2ccc3c(c2)OCCO3)n1	7	1	5
O=C(O)c1ccc2nc(-c3ccco3)c(-c3ccco3)nc2c1	52*	24*	40*
CCCNS(=O)(=O)c1ccc(CCC(=O)Nc2cc(Cl)ccc2Oc2ccccc2)cc1	4	-12	-16
CSc1nsc2nc(=O)c(/C=C3\C(C)=Nc4ccccc43)c(N)n12	1	1	6
Cc1ccc2c(c1)C(=C(C#N)C#N)CCN2	-3	0	-3
CC(C(=O)NCc1cccs1)N1CCN(S(=O)(=O)c2ccc3c(c2)OCCCO3)CC1 (stereo unspecified)	1	-2	1
O=C(NN=Cc1ccccc1Cl)c1cccc2ccccc12	3	0	-3
C#CCOCCOCCOCCNc1nc(N2CCN(C(=O)[C@H](C)n3cc(CCC(=O)O)nn3)CC2)nc(N2CCN(C(=O)[C@H](C)n3cc(CCC(=O)O)nn3)CC2)n1	1	2	2
CN1C[C@@H]2[C@@H]3C(=O)N(Cc4ccccc4)C(=O)[C@@H]3[C@](Cc3ccccc3)(C1=O)N2C(=O)c1ccc(C(F)(F)F)cc1	6	0	5
CCNS(=O)(=O)c1ccc(CCC(=O)N2CCC(C)CC2)cc1	-3	2	-6
CC(=O)c1ccc(NS(=O)(=O)c2ccc([N+](=O)[O-])cc2)cc1	0	4	1
CC(=O)C1C=CC(C)(C(=O)O)C2C=C(C)C(=O)C(C)(O)C12 (stereo unspecified)	2	-1	-4
Nc1cccc(C(=O)c2ccccc2C(=O)O)c1	7	1	-2
O=C(ONC(=O)C1C2C=CC(C2)C1C(=O)NOC(=O)c1ccccc1)c1ccccc1 (stereo unspecified)	5	5	4
CCCC(=O)Nc1ccc(S(=O)(=O)Nc2cc(OC)nc(OC)n2)cc1	10	3	-5
CCCN(CC(=O)Nc1ccccc1C)C(=O)c1ccc(S(=O)(=O)N2CCC(C)CC2)cc1	7	3	-1
COC(=O)Nc1ccc2ccc3c(NC(=O)OC)ccc4ccc1c2c43	9	1	-4
O=C(Nc1ccc2ccccc2c1)c1ccc(Br)o1	5	4	0
Oc1c(CN2CCOCC2)cc(CN2CCOCC2)c(O)c1CN1CCOCC1	8	6	3
O=C(NCCNCc1ccccc1)c1ccco1	9	8	14
O=C(Nc1ccc(C(=O)N2CCCCC2)cc1)c1ccccc1	-3	5	-3
Cc1ccc(NC(=O)c2ncn(CCCNCC(C)c3ccccc3)n2)cc1C (stereo unspecified)	3	8	-2

The listing continues.
SMILES	PAFAH1B3 FP inh	PAFAH1B2 inh	PAFAH2 FP inh
Cc1ccc(S(=O)(=O)Nc2cccc(S(=O)(=O)N3CCCC3)c2)cc1C	7	8	-2
O=[N+]([O-])c1ccc(NN=Cc2ccc(O)cc2)nc1	2	2	2
CC(Sc1ccc(S(=O)(=O)N2CCN(C)CC2)cn1)C(=O)Nc1cccc(Cl)c1Cl (stereo unspecified)	3	6	4
CC(CCN1CCOCC1)c1ccccc1 (stereo unspecified)	11	7	1
CC(=O)Nc1c(Cl)cc2c(c1Cl)Cc1cc(C#N)ccc1-2	2	1	2
FC(F)(F)c1ccc(C2Nc3cccc4cccc(c34)N2)cc1	8	7	10
Cc1cccc(NC(=O)N2CCCc3ccccc32)c1C	-2	1	-4
CCNC(=O)c1cccc(NC(=O)c2cc(C3CC3)nc3c2cnn3C(C)C)c1	2	-1	-8
O=C(O)C1=C(C2CCCCC2)C(=O)c2ccccc21	5	2	-4
CN(C)C(=O)c1ccc(N=Nc2c(O)c3ccccc3[nH]c2=O)cc1	5	1	0
CC(=NNC(=O)c1ccncc1)c1ccc(Cl)cc1Cl	8	3	8
CCCC/C=C1/CCC(CN(C)C)C1=O (stereo unspecified)	-1	-2	1
CN(C(=O)c1cccc(NC(=O)Cc2ccc(NC(=O)C3CCN(C(=O)C4CCCCC4)CC3)cc2)c1)C1CCCCC1	6	7	-1
COc1ccc(C2=Nc3nc(-c4ccccc4)cn3C(c3ccc(OC)cc3)C2)cc1 (stereo unspecified)	-5	1	0
O=C(c1cccc(S(=O)(=O)N2CCCCC2)c1)N1CCN(c2ccccc2)CC1	-3	3	-2
Cn1c(-c2ccccc2)cnc1NCc1cc(Cl)ccc1O	9	0	7
CN(C)c1ccc(-c2nc3cc(N)ccc3o2)cc1	10	4	3
O=C1NC(=Nc2ccccc2Cl)SC1(CO)CO	9	1	-2
NCC(O)c1ccc(O)c(O)c1 (stereo unspecified)	12	3	15
CC(=O)Nc1ccc(C(=O)NNC(=O)C2CC2)cc1	3	-4	-18
O=C(NNC(=O)c1ccc2ccccc2c1)c1ccc(Cl)c(Cl)c1	2	3	0
COc1ccc(-c2cccc3c2C2CC3CCN2C(=O)OCc2ccccc2)cc1 (stereo unspecified)	4	7	-5
Cc1nc(Cl)sc1C(=O)Nc1cccc(C(F)(F)F)c1	2	5	0
CCN(CC(=O)Nc1ccccc1OC)C(=O)CSCC(=O)Nc1cccc(C)c1	5	2	5
CCN(CC)c1ncnc2c1nnn2C	4	3	2
Cc1nnc(NC(=O)c2ccc3nccnc3c2)s1	3	4	-1
O=C(NC1CCN(Cc2ccccc2)CC1)c1cccc(NS(=O)(=O)c2ccc(Br)cc2)c1	3	21	2
O=C(NCCCSc1ccccc1)c1cc(Cl)ccc1O	1	12	11
Nc1cc(=O)[nH]c2ncnn12	7	0	-5
Cc1onc(-c2ccccc2)c1C(=O)NC1CC1	-5	3	5
O=C(Nc1ccccc1N1CCOCC1)C1=NN(c2ccccc2)C(=O)CC1	4	2	-2
CC(C)Oc1ccccc1/C=N/NC(=O)C1CCCC1	13	6	4
O=C(Cc1ccc(NC(=O)C2CCCN(C(=O)CCc3ccccc3)C2)cc1)Nc1cccc(C(=O)N2CCCCC2)c1 (stereo unspecified)	5	5	7
Cc1c(C(=O)NCc2ccco2)oc2ccc(Br)cc12	3	-3	-2
N#Cc1c(/N=C/c2ccc(Br)s2)sc2c1CCC2	7	1	-3
COc1ccccc1NC(=O)C1=C(C)Nc2nc(-c3cccnc3)nn2C1c1ccccn1 (stereo unspecified)	8	4	-7
Nc1ccc2c(=O)[nH][nH]c(=O)c2c1	7	4	1
O=C(O)Cn1c(=O)c2c3c(sc2n(Cc2ccc(Cl)cc2Cl)c1=O)CCCC3	-2	14	4
CCOc1cccc2cc(C(N)=O)c(=N)oc12	4	1	6
COc1cccc(C(=O)NNC(=O)/C=C/c2ccccc2)c1	-4	-1	-14

Among those listed so far, 3 have a nitro group on carbon.
SMILES	PAFAH1B3 FP inh	PAFAH1B2 inh	PAFAH2 FP inh
COC(=O)c1sccc1NS(=O)(=O)c1ccccc1[N+](=O)[O-]	7	3	-4
CC(=O)c1ccc(NS(=O)(=O)c2ccc([N+](=O)[O-])cc2)cc1	0	4	1
O=[N+]([O-])c1ccc(NN=Cc2ccc(O)cc2)nc1	2	2	2

Continued.
SMILES	PAFAH1B3 FP inh	PAFAH1B2 inh	PAFAH2 FP inh
Nc1ccc2ccc(O)cc2c1	3	11	4
O=C(CCCCC(=O)OCC1CCCO1)OCC1CCCO1 (stereo unspecified)	8	-5	0
COc1cccc(CNS(=O)(=O)c2ccccc2Br)c1OC	3	5	-4
COC(=O)c1ccc(C(=O)OC)c(NC(=O)CSc2nc(-c3ccco3)cc(C(F)(F)F)n2)c1	6	0	0
COc1ccccc1NS(=O)(=O)c1ccc(C(=O)NCC(c2ccccc2OC)N2CCCC2)cc1 (stereo unspecified)	2	5	-1
COc1cc2c(cc1OC)CN(C(=O)CNC(=O)c1ccc(OC(F)F)cc1)CC2	7	6	0
COc1ccc(OCC(=O)Nc2cc(S(=O)(=O)N3CCCC3)ccc2Cl)cc1	5	2	0
FC(F)(F)c1nnc2c3ccccc3c(Cl)nn12	5	-3	-10
O=C1CCC(c2ccc3ccccc3c2)O1 (stereo unspecified)	3	0	-4
Cc1cccc(N2CCN(C(=O)c3cccc(S(=O)(=O)N4CCOCC4)c3)CC2)c1C	7	5	1
C#CCN1C=CC(=O)[C@@H](O)[C@H]1c1ccccc1Br	5	3	-5
CCOc1cc(C(=O)OC(C)C(=O)Nc2ccccc2OC)ccc1OCC(=O)N1CCOCC1 (stereo unspecified)	1	5	5
COc1ccccc1CNS(=O)(=O)CCNCCc1ccccc1	-2	7	13
CCN(c1ccccc1)S(=O)(=O)c1c(C)noc1C	1	13	12
O=C(Nc1cccc(C(=O)N2CCOCC2)c1)C1CCCC1	6	4	6

Rewritten with bars between the fields: entries from further up.
Structure | PAFAH1B3 FP inh | PAFAH1B2 inh | PAFAH2 FP inh
Cc1cccc(N2CCN(C(=O)c3cccc(S(=O)(=O)N4CCOCC4)c3)CC2)c1C | 7 | 5 | 1
C#CCN1C=CC(=O)[C@@H](O)[C@H]1c1ccccc1Br | 5 | 3 | -5
CCOc1cc(C(=O)OC(C)C(=O)Nc2ccccc2OC)ccc1OCC(=O)N1CCOCC1 (stereo unspecified) | 1 | 5 | 5
